# Compound activity as filed in PubChem BioAssay.
# mIAP activ = increases mouse intestinal alkaline phosphatase activity | muIAP, CDP-Star luminescence, 30 min; active compounds read high; 1 = vehicle-only enzyme signal, 0 = enzyme-free wells | activation factor at 10 µM | 330,000 tested, 0.24% active | AID 2805;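 active = activation factor of at least 2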; also: the source names both 10 and 20 µM as test concentration; values of inactives mirror those of a sister screen read the other way
#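 also added = chemiluminescent substrate CDP-Star | test system = mouse IAP enzyme | signal = chemiluminescence readout | compound = DMSO-dissolved test compounds | incubation = 30 min at room temperature | benchmarks = DMSO wells, no-enzyme wells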
# mIAP block = blocks mouse intestinal alkaline phosphatase | 330,000 tested, 0.2% active | inhibition, % at 10 µM | purified mouse IAP, CDP-Star luminescence, 30 min;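 active = inhibition of at least 40% at 10 µM in the primary screen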;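 also: plate controls were DMSO with enzyme for no effect and no enzyme wells for full effect; values of inactives mirror those of a sister screen read the other way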
# A3A deaminase = inhibitors of human APOBEC3A DNA deaminase; P31941; recombinant A3A, FAM/TAMRA ssDNA deamination fluorescence; inhibition, % at 20 µM; 330,000 tested, 0.41% active;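 active = at least 40% inhibition at 20 µM here, with at most 30% in a related deaminase screen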;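 also: plate controls were A3A with DMSO for no effect and wells lacking A3A enzyme for full effect; some results filed as inactive read as strong as hits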
# ATG4B inhibitor = ATG4B (human) cysteine protease inhibition; Q9Y4P1; ATG4B cleavage of LC3-PLA2, NBD-HPC fluorescence, 1 h; inhibition, % at 8.33 µM; 340,000 tested, 0.51% active; in the data active = inhibition above about 40%
# MPTP block = inhibitors of mitochondrial permeability transition pore. isolated mouse mitochondria, Ca2+ swelling absorbance, 30 min. inhibition, % at 10 µM. 360,000 tested, 1.4% active. AID 602449;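 active = inhibition of 50% or more, scaled per plate between neutral and stimulator controls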;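 also: 0% = DMSO wells given calcium and 100% = 1 mM EGTA wells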
# hIAP activ = increases human intestinal alkaline phosphatase activity | P09923 | purified human IAP, CDP-Star luminescence, 30 min; active compounds read high; 1 = vehicle-only enzyme, 0 = enzyme-free background | activation factor at 10 µM | 330,000 tested, 0.16% active;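 active = activation factor of the enzyme at least 2-fold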; also: the source names both 10 and 20 µM as test concentration; values of inactives mirror those of a sister screen read the other way
# Target sequence (P09923 whole entry, looked up): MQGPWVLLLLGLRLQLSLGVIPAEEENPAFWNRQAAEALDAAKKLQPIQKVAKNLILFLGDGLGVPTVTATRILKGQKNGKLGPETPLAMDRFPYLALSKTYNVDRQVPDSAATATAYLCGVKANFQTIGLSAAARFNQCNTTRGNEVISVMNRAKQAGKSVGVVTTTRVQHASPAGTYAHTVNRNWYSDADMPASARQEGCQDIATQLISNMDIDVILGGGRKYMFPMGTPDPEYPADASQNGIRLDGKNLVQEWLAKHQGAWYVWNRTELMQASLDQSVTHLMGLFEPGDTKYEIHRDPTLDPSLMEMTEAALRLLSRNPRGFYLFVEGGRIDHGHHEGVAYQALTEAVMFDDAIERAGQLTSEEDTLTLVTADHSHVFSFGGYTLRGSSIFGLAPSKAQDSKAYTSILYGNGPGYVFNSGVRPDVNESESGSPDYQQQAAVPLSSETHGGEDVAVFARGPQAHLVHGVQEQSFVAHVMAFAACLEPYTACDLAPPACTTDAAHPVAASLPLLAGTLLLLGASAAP
# MIN6 prolif = induces beta-cell replication in MIN6 cells | MIN6 cells proliferation, ATPlite luminescence, 48 h; cells starved in 0.2% serum; 100% = growth in 10% serum | proliferation, % at 10 µM | 330,000 tested, 0.29% active | AID 2380;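 active = compounds whose signal lies at least 3.5 SD above the mean of all wells on their plate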;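 also: 0% = DMSO-treated cells in low-serum medium and 100% = 10% serum control; some compounds called inactive have numbers as strong as hits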
# hIAP block = blocks human intestinal alkaline phosphatase; P09923; AID 2544; 330,000 tested, 0.12% active; purified IAP, CDP-Star luminescence, 30 min; inhibition, % at 10 µM;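 active = inhibition reaching a set limit with compound at 10 µM in the primary screen, cut at about 35% in these data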;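 also: plate controls were DMSO wells with enzyme for no effect and no-enzyme buffer wells for full effect; values of inactives mirror those of a sister screen read the other way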
# A3G deaminase = APOBEC3G (human) deaminase inhibition; Q9HC16; recombinant A3G, ssDNA deamination FAM/TAMRA fluorescence; inhibition, % at 20 µM; 330,000 tested, 0.28% active; AID 493012;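 active = inhibition of at least 40% at 20 µM, with no more than 30% in the related APOBEC3A deaminase screen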;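 also: plate controls were DMSO wells with A3G for no effect and wells lacking A3G enzyme for full effect; some compounds called inactive have numbers as strong as hits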
# Target sequence (Q9HC16 whole entry, looked up): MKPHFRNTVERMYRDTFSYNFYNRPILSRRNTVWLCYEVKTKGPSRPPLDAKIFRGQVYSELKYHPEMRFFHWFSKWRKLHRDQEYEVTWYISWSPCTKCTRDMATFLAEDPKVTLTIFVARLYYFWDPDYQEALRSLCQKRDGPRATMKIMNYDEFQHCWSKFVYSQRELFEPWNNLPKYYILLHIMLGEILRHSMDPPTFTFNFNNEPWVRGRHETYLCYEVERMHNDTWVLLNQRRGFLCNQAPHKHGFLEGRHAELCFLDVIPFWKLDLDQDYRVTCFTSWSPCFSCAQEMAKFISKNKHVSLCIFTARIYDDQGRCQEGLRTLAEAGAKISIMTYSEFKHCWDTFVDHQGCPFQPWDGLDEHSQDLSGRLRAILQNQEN
# * = called active by the depositor. Random draw from the library; 3.3% or so of the library scored in one or more.
SMILES,mIAP activ,mIAP block,A3A deaminase,ATG4B inhibitor,MPTP block,hIAP activ,MIN6 prolif,hIAP block,A3G deaminase
Cc1c(NC(=O)C(C)Sc2n[nH]c(N)n2)c(=O)n(-c2ccccc2)n1C (configuration not stated),0.96,4,0,-1,-4.0,1.2,-1,-19,0
Cc1cc(C)nc(NC2=NCC(=O)N2c2cccc(Cl)c2)n1,1,-1,2,-13,1.0,0.91,-3,9,-2
COC(=O)c1cc(OC)c(OC)cc1NC(=O)Cn1nnc(-c2ccccc2Cl)n1,0.98,2,-1,-6,1.1,0.97,-2,3,-4
Cc1nnc2c(N3CCN(CCO)CC3)nc3ccccc3n12,1,-1,-5,1,-1.7,1.2,-2,-21,-3
CC(C)NC(=O)c1ccc(CN2CCC(Cc3ccccc3)CC2)cc1,1.1,-11,-5,-3,0.2,1.2,-3,-16,-4
O=C(OCC#CCSc1nnc(-c2cccc3ccccc23)o1)c1cccs1,0.96,4,-2,0,2.5,1,-5,-4,-5
CC(C)CN(C(=O)c1cccc(S(=O)(=O)N2CCCCC2)c1)C1CCS(=O)(=O)C1 (configuration not stated),0.98,2,2,-4,1.8,1,0,-4,1
COCC1CCN(C(=O)c2ccc(OC3CCN(Cc4ccccn4)CC3)cc2)C1 (configuration not stated),0.95,5,0,11,0.6,0.97,5,3,0
NC(=O)c1cc(S(=O)(=O)NC2CCCCC2)co1,1,0,3,-3,0.5,1.2,-3,-24,-2
Cc1sc2ncn(CC(=O)N(C)C3CCCCC3)c(=O)c2c1C,0.83,17,30,-11,0.0,1.1,1,-5,6
C/C(=N\NC(=S)NCc1ccccc1)c1ccco1,0.92,8,-3,-28,4.7,1.1,4,-12,-4
O=C(c1cccs1)N1CCN(Cc2ccccc2)CC1,1,-2,0,0,-1.9,1,0,-2,-6
COc1cc(C(c2oc(CO)cc(=O)c2O)c2oc(CO)cc(=O)c2O)cc(OC)c1OC,1,-4,-6,-3,-0.9,1.2,-4,-22,-7
O=C(CC1SCCNC1=O)Nc1cccc(Cl)c1 (configuration not stated),1.1,-6,-4,3,-0.5,1.1,-1,-7,-4
Cc1c(O)cc2n(c1=O)-c1ccccc1C2(C)C,0.92,8,1,1,-0.5,1,2,-2,-3
CCCN1CCC(=NNC(=O)CSc2cc(C)c(Br)cc2C)CC1,0.87,13,-1,-7,-0.7,1.1,-2,-8,-7
Cc1cc(C)c(NC(=O)CCc2c(C)noc2C)c(C)c1,0.92,8,-4,6,-2.6,1,1,-2,-8
COc1ccc(N(C)C(=O)c2cc3c(Cl)nc4ccccc4c3s2)cc1,0.9,10,3,3,1.4,0.94,-5,6,-5
Cc1ccc(-c2ccc(/C=N\NC(=O)c3cc4c(ccc5ccccc54)o3)o2)cc1[N+](=O)[O-],0.89,11,0,3,-0.7,0.9,-5,10,-1
CCOc1cc(C2C3=C(CCCC3=O)Nc3ccc4ncccc4c32)ccc1O (configuration not stated),0.91,10,-2,4,-1.7,0.92,0,8,-1
O=C(NNC(=O)c1cc(Br)c(Br)s1)c1ccncc1,0.81,19,-5,-7,2.5,0.89,0,11,-7
CC(C)=CCN1CCN(Cc2nc(-c3ccc(F)cc3)cs2)CC1CCO (configuration not stated),1.1,-7,-7,-13,2.1,1.1,-2,-6,1
Cc1ccc2cc(C#N)c(N3CCN(C)CC3)nc2c1,1.1,-6,2,-7,2.9,1.1,-2,-11,1
Cc1ccnc(NC2OC(=O)c3ccccc32)c1 (configuration not stated),0.98,2,3,-5,-2.7,1.1,-2,-13,-3

# A draw from above in order of molecular weight, lowest first.
SMILES,mIAP activ,mIAP block,A3A deaminase,ATG4B inhibitor,MPTP block,hIAP activ,MIN6 prolif,hIAP block,A3G deaminase
Cc1ccnc(NC2OC(=O)c3ccccc32)c1 (configuration not stated),0.98,2,3,-5,-2.7,1.1,-2,-13,-3
Cc1ccc2cc(C#N)c(N3CCN(C)CC3)nc2c1,1.1,-6,2,-7,2.9,1.1,-2,-11,1
NC(=O)c1cc(S(=O)(=O)NC2CCCCC2)co1,1,0,3,-3,0.5,1.2,-3,-24,-2
C/C(=N\NC(=S)NCc1ccccc1)c1ccco1,0.92,8,-3,-28,4.7,1.1,4,-12,-4
O=C(CC1SCCNC1=O)Nc1cccc(Cl)c1 (configuration not stated),1.1,-6,-4,3,-0.5,1.1,-1,-7,-4
Cc1nnc2c(N3CCN(CCO)CC3)nc3ccccc3n12,1,-1,-5,1,-1.7,1.2,-2,-21,-3
Cc1cc(C)nc(NC2=NCC(=O)N2c2cccc(Cl)c2)n1,1,-1,2,-13,1.0,0.91,-3,9,-2
Cc1sc2ncn(CC(=O)N(C)C3CCCCC3)c(=O)c2c1C,0.83,17,30,-11,0.0,1.1,1,-5,6
Cc1c(NC(=O)C(C)Sc2n[nH]c(N)n2)c(=O)n(-c2ccccc2)n1C (configuration not stated),0.96,4,0,-1,-4.0,1.2,-1,-19,0
COc1ccc(N(C)C(=O)c2cc3c(Cl)nc4ccccc4c3s2)cc1,0.9,10,3,3,1.4,0.94,-5,6,-5
CC(C)=CCN1CCN(Cc2nc(-c3ccc(F)cc3)cs2)CC1CCO (configuration not stated),1.1,-7,-7,-13,2.1,1.1,-2,-6,1
O=C(OCC#CCSc1nnc(-c2cccc3ccccc23)o1)c1cccs1,0.96,4,-2,0,2.5,1,-5,-4,-5
COC(=O)c1cc(OC)c(OC)cc1NC(=O)Cn1nnc(-c2ccccc2Cl)n1,0.98,2,-1,-6,1.1,0.97,-2,3,-4
Cc1ccc(-c2ccc(/C=N\NC(=O)c3cc4c(ccc5ccccc54)o3)o2)cc1[N+](=O)[O-],0.89,11,0,3,-0.7,0.9,-5,10,-1
CC(C)CN(C(=O)c1cccc(S(=O)(=O)N2CCCCC2)c1)C1CCS(=O)(=O)C1 (configuration not stated),0.98,2,2,-4,1.8,1,0,-4,1

# The list continues:
SMILES,mIAP activ,mIAP block,A3A deaminase,ATG4B inhibitor,MPTP block,hIAP activ,MIN6 prolif,hIAP block,A3G deaminase
O=c1oc(CCO)cc2ccc(C#Cc3ccsc3)cc12,0.9,10,-3,-6,-0.6,0.87,-3,13,-9
Cc1ccccc1CNC(=O)/C=C\C(=O)O,1,-4,2,-1,-0.9,1,-2,-5,-2
Cn1ccnc1C1CCCCN1C(=O)c1cc(COc2ccc(F)cc2Cl)on1 (configuration not stated),0.95,5,-4,5,-0.2,0.71,-2,29,-4
CCn1cc(/C=N\NC(=O)c2ccc(F)cc2)cn1,1.1,-5,-1,-2,5.2,0.99,0,1,-4
CC(=O)c1c(C)nn(-c2ccccc2)c1C,0.96,4,-1,-2,3.3,0.98,-2,2,0
O=C(CN1C(=O)C2CC=CCC2C1=O)NCC1COc2ccccc2O1 (configuration not stated),1,0,-1,0,-7.6,1.1,-4,-8,8
COc1ccc(CCNC(=O)/C=C/c2ccc(S(=O)(=O)N3CCOCC3)cc2)cc1,0.94,6,-1,6,-1.1,1.2,-3,-25,2
COc1ccc(OC)c(CCNC(=O)c2ccc(CS(=O)Cc3ccc(Cl)cc3)o2)c1 (configuration not stated),1,0,-2,-11,-1.3,0.87,1,13,-5
COc1cc(OC)c(OC)cc1/C=N/NC(=O)c1ccc(CSc2nc(C)cc(C)n2)cc1,1.1,-7,2,-15,3.6,1.2,3,-16,-4
Cc1noc(C)c1S(=O)(=O)Nc1ccc2c(c1)CC(=O)N([C@H](C)CO)C[C@H](C)[C@@H](CN(C)CC1CC1)O2,1.2,-17,-3,4,0.5,0.9,4,10,-7
CN=C1C([N+](=O)[O-])=CC=C2C1=NC1(CCCCC1)N2O,0.89,12,-1,-1,1.1,0.95,0,5,-3
Cc1ccc(CCNC(=O)C2CCCN(S(=O)(=O)c3c(C)nn(C)c3C)C2)cc1 (configuration not stated),0.82,18,2,-4,1.7,1.1,-1,-10,0
Cc1nn(C)c(Cl)c1CN1CCC(Oc2ccc(C(=O)N3CCCC3)cc2)CC1,0.94,6,-3,2,-1.9,1.2,2,-21,-4
O=C(NCc1ccco1)/C(=C/c1ccco1)NC(=O)c1ccccc1,1.1,-6,1,-1,-0.7,1,0,-5,-2
O=C(NC1CCC(O)CC1)c1ccc(S(=O)(=O)NCc2ccco2)cc1 (configuration not stated),0.92,8,-5,-1,3.8,1.2,-4,-23,-7
O=C1CSC(c2cccc([N+](=O)[O-])c2)N1c1ccc(O)cc1 (configuration not stated),1,-4,2,-16,-0.5,1,0,-4,-1
O=C(CCn1cnc(-c2ccccc2)c1-c1ccccc1)N/N=C/c1ccccc1O,0.9,10,-2,-17,10,0.93,-6,7,-7
CCO[C@@H]1OC(C(=O)O)=C[C@H](c2ccccc2)[C@H]1CCCO,1,0,-5,-7,-0.5,0.93,2,7,-5
COc1ccc(CCC(=O)N2CCN(c3ccc([N+](=O)[O-])cc3)CC2)cc1OC,0.93,7,-2,-6,0.3,0.94,-1,6,-10
COc1ccc(NCc2nnc(SCC(=O)c3ccc(OC)cc3)n2C)cc1,1,-1,2,4,0.7,0.92,-3,8,-2
CN(C(=O)c1ccc(OC2CCN(S(=O)(=O)N(C)C)CC2)cc1)C1CCCCC1,1.1,-12,-1,-9,0.0,1.2,-6,-17,-6
Cc1ccc(Nc2nc(N)nc(CC#N)n2)cc1,1,-1,-1,-5,-0.7,0.95,-1,5,-3
O=C(CN1C(=O)C2(OCCCO2)c2ccccc21)NCc1ccccc1,1.1,-5,1,10,-0.6,1,-3,-2,4
Cc1cc(F)c(F)c(C(=O)N2CCOCC2)c1,0.98,2,0,-11,-1.5,0.84,-1,16,-3
CC(C)c1ccc(NC(=O)CSc2nc3ccsc3c(=O)n2Cc2ccc(C(=O)O)cc2)cc1,0.93,7,-6,9,-0.8,0.87,-8,13,-7
COC(=O)c1nn(-c2cccc(Cl)c2)cc(OC)c1=O,1,-5,2,4,0.2,0.98,1,2,-2
O=C(COC(=O)C1=Cc2ccccc2OC1)NC1CCCC1,0.99,1,-1,4,-0.7,1.6,-2,-62,-5
CCN(CC(=O)NCc1ccc(Cl)cc1)C(=O)c1sccc1C,1.1,-12,-4,-3,-0.7,1,-2,-4,-8
CCN(CC)c1ccc(/C=N/NC(=O)C2CC2)cc1,1.1,-6,4,-5,-1.0,0.8,-1,20,8
O=C1OC(Nc2ccc(Cl)cn2)c2ccccc21 (configuration not stated),0.87,13,7,-6,-0.1,1.1,-4,-6,-1
CC(C)(C)C(=O)COC(=O)c1cc2ccccc2cc1O,0.94,6,-1,-2,4.3,0.96,1,4,-6
Cc1sc2ncnc(N/N=C/c3ccc(O)cc3)c2c1C,0.93,7,-2,4,2.8,1.4,-1,-39,-3
